# Source: PubChem (National Center for Advancing Translational Sciences (NCATS))
# Pf growth 48h = P. falciparum growth inhibition at 48 hours (one generation); 5.9% of 310,000 active; AID 504832; Potency, µM (highest dose often 28.7 µM), inactives show at the top dose activity change, negative = inhibition, hits mostly inhibitors; P. falciparum luciferase growth in erythrocytes, 48 h; also: potency is read from the fitted curve at half-maximal effect; % is scaled to controls: 0 for no effect and ±100 for the full control effect
#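 Cell-based growth assay: transgenic P. falciparum expressing firefly luciferase, cultured in red cells within RPMI 1640 containing 0.5% w/v Albumax, 24 mM bicarbonate and gentamycin. A drop in luciferase activity indicates inhibition.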
# TbPYK inhibitor = inhibitors of Trypanosoma brucei pyruvate kinase | Q57TT1 | Potency, µM (highest dose often 76.8 µM), without a hit: top-dose activity, negative = inhibition, actives largely listed as inhibitors | TbPYK enzyme, Kinase-Glo Plus ATP luminescence, 45 min | AID 624173 | 0.12% of 410,000 active; also: potency is read from the fitted curve at half-maximal effect; % is scaled to controls: 0 for no effect and ±100 for the full control effect; nearly all actives have a fitted effect of over 50% in size
#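 Assay buffer: 50 mM TEA pH 7.2, 100 mM KCl, 10 mM MgCl2, 0.05% BSA, 0.01% Tween-20. Pyruvate kinase from T. brucei plus substrate met compound, then ADP (130 uM final). Luminescence was read post 45 min RT.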
# CHX counter = counter-screen for Shiga toxin inhibitors: cycloheximide protein synthesis inhibition | cell reporter, cycloheximide protein synthesis inhibition counterscreen | AID 2314 | 12% of 300,000 active | max response, %; in the data active = max response mostly above about 13%, no sharp cut-off; inactive = mostly below about 14%; also: read at 38.3 µM for the half of the compounds with a filed dose; 0% is about no effect
# Shiga toxin inh = Shiga toxin inhibition | Vero cells, Shiga toxin protein synthesis inhibition reporter | inhibition, % at 38.7 µM | 9.2% of 290,000 active; in the data active = inhibition mostly above about 28%, no sharp cut-off; inactive = mostly below about 43%; also: 0% is about no effect
# Pf growth 96h = P. falciparum growth inhibition at 96 hours. AID 504834. 6.9% of 320,000 active. Potency, µM (titrated, usually from 28.7 µM), for the others: at the top dose activity change, negative = inhibition, usual class: inhibitors. P. falciparum luciferase reporter growth, 96 h; also: potency is read from the fitted curve at half-maximal effect; % is scaled to controls: 0 for no effect and ±100 for the full control effect
#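 Infected RBCs, 2% Hct / 0.05% parasitemia final; luciferase-reporter P. falciparum; cpd 96 h, 37 C, 5% CO2; luciferase detection reagent; luminescence.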
# AmpC no deterg = inhibitors of E. coli AmpC beta-lactamase without detergent. P00811. AmpC nitrocefin hydrolysis, absorbance 480 nm, 0.0001% Triton. Potency, µM (series often up to 57.1 µM), inactives show at the highest dose activity change, negative = inhibition, most hits filed as inhibitors. 0.52% of 330,000 active. AID 485341;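 also: potency is read from the fitted curve at half-maximal effect; plate controls were no compound for no effect and no enzyme for full effect; nearly all actives have a fitted effect of over 20% in size; some results filed as inactive show a strong effect at the top dose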
# Target sequence (P00811 whole entry, looked up): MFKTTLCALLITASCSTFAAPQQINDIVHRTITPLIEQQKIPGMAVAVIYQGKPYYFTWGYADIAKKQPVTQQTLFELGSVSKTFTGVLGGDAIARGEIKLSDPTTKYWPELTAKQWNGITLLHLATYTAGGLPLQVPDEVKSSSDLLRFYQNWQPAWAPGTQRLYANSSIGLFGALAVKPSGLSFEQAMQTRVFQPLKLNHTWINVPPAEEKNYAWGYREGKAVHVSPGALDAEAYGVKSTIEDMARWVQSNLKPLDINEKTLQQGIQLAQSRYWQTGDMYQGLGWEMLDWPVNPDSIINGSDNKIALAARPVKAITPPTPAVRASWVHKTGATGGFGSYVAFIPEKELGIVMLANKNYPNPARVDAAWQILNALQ
#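 20 mM phosphate pH 7.0 + 0.01% (detergent screen) or 0.0001% Triton X-100; 5.3 nM AmpC reagent; cpd preinc 15 min RT; nitrocefin (800 uM stock) to start; A480 q20 s × 4 min; Activity was normalised to no-enzyme and no-compound control wells.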
# LmPK inh = LmPK (Leishmania mexicana) enzyme inhibition. purified LmPK, Kinase-Glo ATP luminescence, 1 h. Potency, µM (titrated, usually from 57.5 µM), without a hit: at the highest dose activity change, negative = inhibition, usual class: inhibitors. 0.37% of 290,000 active. Q27686; also: potency is read from the fitted curve at half-maximal effect; % is scaled to controls: 0 for no effect and ±100 for the full control effect
# Target sequence (Q27686 whole entry, looked up): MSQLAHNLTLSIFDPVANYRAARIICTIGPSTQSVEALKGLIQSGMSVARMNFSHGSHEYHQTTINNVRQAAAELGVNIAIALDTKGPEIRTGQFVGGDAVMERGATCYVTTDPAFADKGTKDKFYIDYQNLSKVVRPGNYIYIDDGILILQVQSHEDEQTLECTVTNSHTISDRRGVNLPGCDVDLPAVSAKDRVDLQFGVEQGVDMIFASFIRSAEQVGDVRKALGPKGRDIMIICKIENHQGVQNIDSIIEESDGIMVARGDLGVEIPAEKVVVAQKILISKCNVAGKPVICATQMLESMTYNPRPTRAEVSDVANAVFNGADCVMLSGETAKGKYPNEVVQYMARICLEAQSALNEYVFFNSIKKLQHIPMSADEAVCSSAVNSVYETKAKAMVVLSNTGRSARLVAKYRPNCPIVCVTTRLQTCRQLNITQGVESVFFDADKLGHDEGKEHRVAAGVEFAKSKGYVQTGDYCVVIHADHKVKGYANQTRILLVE
#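 qHTS format; LmPK 0.1 nM; substrates PEP 0.5 mM and ADP 0.1 mM. One-hour room-temperature incubation, then coupled luciferase luminescence; 0.5 nM enzyme wells mark activation.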
# * = called active by the depositor; i = inactive; ? = inconclusive; / = not tested or not shown; & = joins results of further samples; [ ] = dose if it differs, or a comment. Unless noted, calls follow the shape of the dose curve; as a rule, active = well fitted curve in the direction sought with a large enough effect; inconclusive = small, poorly fitted or top-dose-only effect, or another doubt; inactive = no such curve, though single readings can be large; an effect the other way counts as inactive or inconclusive.
# Preview (four entries):
(1) NCCSC1CC(=O)N(Cc2ccc(F)cc2)C1=O (stereo not drawn)
(2) O=C(CSc1nc2ccccc2c(=O)n1Cc1ccc(Cl)cc1)NCc1cccs1
(3) CCCNC(=O)[C@@H]1CCCN1C(=O)C1CCN(S(=O)(=O)c2ccc(C)cc2)CC1
(4) CNC(=S)Nc1cc2oc3ccccc3c2cc1OC

assay / entry,1,2,3,4
Pf growth 48h,-8%[5.75 µM],-19%,-2%,28%
TbPYK inhibitor,-16%,-11%,2%,-2%
CHX counter,-2,-2,19,0
Shiga toxin inh,-1,-20,-4,18
Pf growth 96h,?,?,6%,40%[activator]
AmpC no deterg,-22%,-2%,7%,-5%
LmPK inh,-2%,4%,1%,-3%

# All compounds of this part, previewed entries included:
(1) NCCSC1CC(=O)N(Cc2ccc(F)cc2)C1=O (stereo not drawn)
(2) O=C(CSc1nc2ccccc2c(=O)n1Cc1ccc(Cl)cc1)NCc1cccs1
(3) CCCNC(=O)[C@@H]1CCCN1C(=O)C1CCN(S(=O)(=O)c2ccc(C)cc2)CC1
(4) CNC(=S)Nc1cc2oc3ccccc3c2cc1OC
(5) O=C(c1noc2c1CCCCC2)N1CCOCC1
(6) CN1CCC(OC(=O)Cc2ccccc2)CC1
(7) CC1CCCC(C)N1/N=C/c1ccc(O)cc1 (stereo not drawn)
(8) CSCCC(NC(=O)C1CCC(C)CC1)C(=O)OCC(=O)c1ccc(Cl)cc1 (stereo not drawn)

assay / entry,1,2,3,4,5,6,7,8
Pf growth 48h,-8%[5.75 µM],-19%,-2%,28%,22%,15%,-26%,14%
TbPYK inhibitor,-16%,-11%,2%,-2%,-9%,-5%,4%,-6%
CHX counter,-2,-2,19,0,-2,-2,-3,-1
Shiga toxin inh,-1,-20,-4,18,-16,-14,-5,-7
Pf growth 96h,?,?,6%,40%[activator],31%[activator],-1%,2%,-18%
AmpC no deterg,-22%,-2%,7%,-5%,-14%,-14%,-10%,-16%
LmPK inh,-2%,4%,1%,-3%,-6%,-5%,-3%,1%

(9) O=c1c2c(-c3ccco3)csc2nc(SCc2cn3cccnc3n2)n1-c1ccccc1
(10) Cc1ccc2c(C)c(C(=O)N(C)Cc3nccn3C)oc2c1C
(11) O=C(NCSc1ccccc1)c1ccccc1
(12) CCCn1c(C)cc(C(=O)COC(=O)c2nccnc2N)c1C
(13) CCc1ccc(-c2nc(CS(=O)CC(=O)NCCc3ccccc3)c(C)o2)cc1 (stereo not drawn)
(14) CN1CCN(C(=O)Nc2ccc3c(c2)N(C)C(=O)c2ccccc2S3)CC1
(15) CCC(C)NCCOCCOc1ccc(F)cc1 (stereo not drawn)
(16) COc1ccc(-n2nc(C(=O)NCC(=O)NCCN(C)C)c3ccccc3c2=O)c(OC)c1

assay / entry,9,10,11,12,13,14,15,16
Pf growth 48h,7.4µM*,19%,168%[activator],i,22%,-9%,/,19%
TbPYK inhibitor,?,-4%,-3%,-1%,0%,-7%,-2%,-4%
CHX counter,4,-2,/,15,21*,10,-3,-1
Shiga toxin inh,14,-7,/,35,43,25,-18,-5
Pf growth 96h,9.3µM*,-18%,181%[activator],232%[activator],?,-15%,-19%,19%
AmpC no deterg,47%,-2%,-13%,-4%,120%[activator],-12%,0%,-14%
LmPK inh,0%,2%,/,-6%,9%,-2%,-5%,6%

(17) COCCN(CC1CCCN(C2Cc3ccccc3C2)C1)C(=O)CSC (stereo not drawn)
(18) CC(C)(C)c1ccc(C(=O)NNC(=S)NCc2ccco2)cc1
(19) COc1ccc(NC(=O)c2nc3nc(C)cc(C(F)F)n3n2)cc1OC
(20) COc1ccc(C(CCN2CCOCC2)c2c(O)cc(OC)cc2OC)cc1 (stereo not drawn)
(21) COc1ccc2[nH]c3nc(SCC(=O)NNC(=O)c4ccc(OC)c(OC)c4)nnc3c2c1
(22) CSc1nsc(SC)c1C(=O)N1CCN(S(=O)(=O)c2ccc(C)cc2)C1C(C)C (stereo not drawn)
(23) COc1ccc(/C=C/C(=O)Nc2ccc(OC)nc2)cc1
(24) C/C(=N\NC(=O)c1cccc(S(=O)(=O)Nc2ccccc2Cl)c1)c1ccc(-n2ccnc2)cc1

assay / entry,17,18,19,20,21,22,23,24
Pf growth 48h,?,-20%,41%[activator],3.7µM*,-3%,?,?,1%
TbPYK inhibitor,2%,-14%,-7%,0%,8%,-4%,-1%,2%
CHX counter,3,14,-2,-2&-7,-4,-4,19,-2
Shiga toxin inh,6,27,-5,-11&-6,19,-5,44,-20
Pf growth 96h,?,-4%,?,3.3µM*,97%[activator],?,?,/
AmpC no deterg,27%,-18%,0%,14%,-4%,-15%,-1%,-31%
LmPK inh,9%,-1%,-4%,-1%,2%,-2%,-2%,5%

(25) O=C(CC1C(=O)NCCN1Cc1ccoc1)NCCc1ccc(Cl)cc1 (stereo not drawn)
(26) CN1CCN(C(=S)c2ccc(Cl)cc2)CC1
(27) CC(C(=O)NCCN1CCOCC1)(c1ccccc1)c1ccccc1
(28) CCn1c(C(=O)O)c(CC(=O)Nc2ccccc2OC)c2ccccc21
(29) OC1(c2ccc(F)cc2)CSC(=Nc2cccnc2)N1Cc1ccco1 (stereo not drawn)
(30) CNC(=O)Oc1ccc(C(=O)N2c3ccccc3NC(=O)C2C)cc1 (stereo not drawn)
(31) Cc1ccc(NC(=O)CSCC(=O)OC(C)C(=O)Nc2ccc(S(N)(=O)=O)cc2)c(C)c1 (stereo not drawn)
(32) S=C(Nc1ccc(Cl)c(Cl)c1)N1CCCC1

assay / entry,25,26,27,28,29,30,31,32
Pf growth 48h,19%,0%,9%,1%,5.9µM*,-11%,9%,15%
TbPYK inhibitor,-8%,4%,-2%,0%,1%,2%,4%,2%
CHX counter,3,1,-3,-3,2,-4,/,13
Shiga toxin inh,9,-18,1,-2,-4,-4,/,23
Pf growth 96h,?,/,117%,?,2.3µM*,-17%,19%,12%
AmpC no deterg,38%,-23%,-7%,-19%,2%[2.29 µM],-6%,-32%,-11%
LmPK inh,11%,1%,-2%,5%,2%,-3%,/,4%

(33) Cc1ccc(CS(=O)(=O)CCC(=O)NCCC(C)C)cc1
(34) CC(C)=CC(=O)Nc1ccc(Cl)cc1
(35) O=C(c1ccc2c3c(cccc13)CC2)N1CCOCC1
(36) CC1CCN(CCCCOc2cccc(Br)c2)CC1
(37) CC1CCCN(c2nc3c(c(=O)[nH]c(=O)n3C)n2CCSc2nc3ccccc3o2)C1 (stereo not drawn)
(38) CCCCN1C(=O)NC(c2ccc(OC)cc2)C(C(=O)OCc2ccccc2)=C1C (stereo not drawn)
(39) Cc1csc(SCC(=O)NC(=O)Cc2ccccc2)n1
(40) Clc1ccccc1-c1ccc(CN2CCN(c3ccccc3)CC2)o1

assay / entry,33,34,35,36,37,38,39,40
Pf growth 48h,-4%,97%[activator],-19%,?,/,?,19%,/
TbPYK inhibitor,3%,-11%,-14%,-11%,4%,1%,-7%,-9%
CHX counter,-3,54*,-3,-4,-1,5,4,7
Shiga toxin inh,-25,55*,-9,-6,-11,17,-6,25
Pf growth 96h,-1%,?,?,2.6µM*,-29%,5.2µM*,/,/
AmpC no deterg,-3%,-8%,-3%,13%,3%,-22%,-16%,-4%
LmPK inh,-3%,-19%,2%,1%,2%,-1%,1%,-3%

(41) O=C(CSc1nnc(C2CCCCC2)o1)Nc1ccccc1Cl
(42) Cc1ccc2c(Cl)cc(Cl)c(OCC(=O)NC(C)(C)C)c2n1
(43) Cc1nnc(NC2=NCCCCC2)o1
(44) CCCCn1c(N)c(N(CC)C(=O)/C=C/c2ccco2)c(=O)[nH]c1=O
(45) COC(=O)[C@H]1CN(C(=O)c2ccccc2)C(=O)N1
(46) O=C(N/C(=C/c1ccc(F)cc1)C(=O)N1CCCCC1)c1ccco1
(47) CC(=O)Oc1ccc(C(=O)[C@H]2[C@H]3C(=O)N(c4cccc5ccccc45)C(=O)[C@H]3[C@@H]3C=CC=NN32)cc1
(48) Cc1c(Cl)cccc1NC(=O)COC(=O)C12CC3CC(CC(O)(C3)C1)C2

assay / entry,41,42,43,44,45,46,47,48
Pf growth 48h,122%[activator],12µM*,13%,9%,17%,-15%,-12%,68%[activator]
TbPYK inhibitor,-9%,2%,-52%,-1%,2%,-3%,-5%,0%
CHX counter,15,-2,8,-1,-1,5,11,/
Shiga toxin inh,71*,-2,23,1,8,-2,25,/
Pf growth 96h,-7%,?,/,23%,30%,15%,-14%,0%
AmpC no deterg,-5%,112%[activator],-44%,-16%,-11%,-1%,73%[activator],10%
LmPK inh,1%,0%,2%,1%,0%,-4%,-3%,/

(49) COc1ccc(N2C3=C(C(=O)CC(C)(C)C3)C(c3ccccc3OC)C3=C2CC(C)(C)CC3=O)cc1
(50) Cc1ccc2cc(/C=N/NC(=O)[C@H]3C[C@@H]3c3ccccc3)c(Cl)nc2c1
(51) CC(=O)N1CCC2(CC1)C(C#N)=C(N)Oc1n[nH]c(C(F)(F)F)c12
(52) CC1CN(S(=O)(=O)c2ccccc2)C(C)CN1S(=O)(=O)c1ccccc1 (stereo not drawn)
(53) CCN(CC)c1ncnnc1-c1ccccc1
(54) Cc1cc(C)c(S(=O)(=O)Nc2nccs2)c(C)c1
(55) Cc1ccc(Cl)c(NC(=O)COC(=O)c2nn(C)c(=O)c3ccccc23)c1Cl
(56) NC(=O)c1ccc2nc(-c3ccccc3)c(-c3ccccc3)nc2c1

assay / entry,49,50,51,52,53,54,55,56
Pf growth 48h,?,2.9µM*,-1%,-21%,5%,2%,24%,-1%
TbPYK inhibitor,3%,-10%,2%,2%,1%,-12%,0%,-1%
CHX counter,0,16*,-1,-4,-2,-1,/,1
Shiga toxin inh,-1,10,16,-3,4,-9,/,2
Pf growth 96h,?,2.1µM*,2%,5%,8%,182%[activator],13%,15%
AmpC no deterg,99%[activator],-40%,-14%,-9%,-13%,17%,-9%,-10%
LmPK inh,3%,2%,-2%,5%,1%,2%,/,3%

(57) CN1CCN(S(=O)(=O)c2ccc(NS(=O)(=O)c3ccccc3)cc2)CC1
(58) N#C/C(=C\c1ccc(-c2ccc(F)cc2)o1)C(=O)Nc1nc(-c2cccs2)cs1
(59) COc1ccc(OCc2cc(C(=O)N(C)Cc3cc(C4CC4)n[nH]3)no2)c(Cl)c1
(60) CC(C)(/C=N/O)N(O)C=C1C=CC(=O)C=C1
(61) COC(=O)Cn1cnc2c(nnn2-c2ccc(C)cc2)c1=O
(62) COc1cc(/C=N/O)cc(Cl)c1OC

assay / entry,57,58,59,60,61,62
Pf growth 48h,8%,-3%,9.3µM*,-1%,8%,10%
TbPYK inhibitor,0%,-12%,-4%,-2%,-4%,-4%
CHX counter,15,11,40*,1,-1,-2
Shiga toxin inh,-1,12,138*,-6,12,1
Pf growth 96h,44%[activator],338%[activator],-21%,0%,6%,30%
AmpC no deterg,-14%,-31%,48%,72%[activator],-16%,-9%
LmPK inh,0%,1%,-3%,1%,-4%,-2%
